FXIIa mix inh: factor XIIa (human) inhibition, mixture screen | purified FXIIa, fluorogenic substrate, pooled mixtures | inhibition, % at 5 µM | 62,000 compounds, 0.2% hits;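 further: 0% = enzyme without compound and 100% = no enzyme blank; some results filed as inactive read as strong as hits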
CatL inh: inhibitors of human cathepsin L; AID 460; inhibition, %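 (tested at 10 µM)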; purified cathepsin L, fluorogenic substrate, fluorescence; P07711; 58,000 compounds, 0.17% hits; in the data active means inhibition above about 45%;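 further: 0% = enzyme with no compound and 100% = no enzyme blank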
Cathepsin G inh: cathepsin G (human) inhibition; purified enzyme, AMC-tetrapeptide fluorescence, pooled mixtures; inhibition, % at 5 µM (by protocol); 62,000 compounds, 0.2% hits;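 active means inhibition above 20% in each of the two mixture wells holding the compound; inactive means inhibition of 20% or less in either well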;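 further: 0% = enzyme control without mixture and 100% = blank lacking enzyme; strong numbers were not always called active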
Target sequence (P08311 21-244 limits assumed): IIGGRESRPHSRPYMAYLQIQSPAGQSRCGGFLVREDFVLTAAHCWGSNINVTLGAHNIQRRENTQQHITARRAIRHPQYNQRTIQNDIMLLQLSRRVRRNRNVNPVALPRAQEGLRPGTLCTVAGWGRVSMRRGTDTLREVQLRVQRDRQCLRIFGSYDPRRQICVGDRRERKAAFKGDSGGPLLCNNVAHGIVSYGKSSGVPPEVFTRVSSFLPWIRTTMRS
Hsp90 block: displaces geldanamycin probe from tumor Hsp90. P07900. NCI-N417 lysate Hsp90, Cy3B-geldanamycin FP displacement. inhibition, % at 30 µM. 64,000 compounds, 0.35% hits. AID 429;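 active means inhibition above 50%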;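 further: 0% = tracer plus lysate wells and 100% = tracer alone without lysate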
5HT1a ag: agonists of human 5-HT1a serotonin receptor; P08908; CHO 5-HT1a Ga15 NFAT-bla reporter, FRET ratio; 0% basal, 100% maximal reference agonist; activation, % at 10 µM; 65,000 compounds, 0.56% hits;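 active means activation above the screen-wide mean activation plus 3 SD, cut at about 19% in these data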;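 further: 0% = DMSO wells and 100% = 5-CT at EC100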
Cdc25B inh: human M-phase inducer phosphatase 2 inhibition; 65,000 compounds, 0.1% hits; inhibition, %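 (compounds tested at 10 µM final in the well)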; recombinant Cdc25B, OMFP fluorescence Ex485/Em525; AID 368; in the data active means inhibition above about 50%
C1s inh: human complement C1s inhibition; P09871; purified C1s, fluorogenic AMC substrate, pooled mixtures; mean inhibition % of two 10-compound mixtures (stronger effect = higher value), % at 5 µM (by protocol); 62,000 compounds, 0.16% hits; AID 538;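 active means inhibition above 20% in each of the two 10-compound mixture wells holding the compound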;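 further: 0% = enzyme wells lacking compound mixture and 100% = no-enzyme blank wells; some compounds called inactive have numbers as strong as hits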
Target sequence (P09871 16-437 limits assumed): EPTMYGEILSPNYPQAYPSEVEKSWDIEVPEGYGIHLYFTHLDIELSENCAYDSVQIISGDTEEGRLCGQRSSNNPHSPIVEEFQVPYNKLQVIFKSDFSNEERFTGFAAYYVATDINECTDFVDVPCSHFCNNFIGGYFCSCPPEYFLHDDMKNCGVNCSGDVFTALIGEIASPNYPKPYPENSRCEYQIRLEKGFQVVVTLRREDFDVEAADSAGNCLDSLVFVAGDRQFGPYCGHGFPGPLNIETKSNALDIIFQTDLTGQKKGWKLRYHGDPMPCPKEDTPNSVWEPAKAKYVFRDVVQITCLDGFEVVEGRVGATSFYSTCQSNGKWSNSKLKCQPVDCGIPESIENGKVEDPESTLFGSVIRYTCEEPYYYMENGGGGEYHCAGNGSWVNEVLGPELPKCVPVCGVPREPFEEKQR
Target sequence (P09871 438-688 limits assumed): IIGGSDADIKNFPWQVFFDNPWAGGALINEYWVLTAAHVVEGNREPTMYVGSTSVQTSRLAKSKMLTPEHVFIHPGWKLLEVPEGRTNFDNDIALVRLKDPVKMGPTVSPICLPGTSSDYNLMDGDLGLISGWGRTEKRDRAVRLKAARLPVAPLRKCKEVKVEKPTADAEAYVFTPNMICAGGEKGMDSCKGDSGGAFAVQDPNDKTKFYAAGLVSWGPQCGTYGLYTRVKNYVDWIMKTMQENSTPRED
DUSP1 inh: inhibitors of human MKP-1 phosphatase; P28562; recombinant MKP-1, OMFP hydrolysis fluorescence; inhibition, %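 (compounds tested at a single concentration somewhere between 10 and 100 µM)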; 65,000 compounds, 0.15% hits;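 active means inhibition above about 50%, limit read from the data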;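 further: 0% = DMSO max control wells and 100% = wells with enzyme stopped by NaOH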
FXIa inh mix: inhibitors of human coagulation factor XIa, pooled mixtures. P03951. purified FXIa, fluorogenic substrate. inhibition, % at 5 µM. 62,000 compounds, 0.19% hits. AID 680;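 further: each value is inhibition by a whole ten-compound pool holding the compound; 0% = enzyme with no mixture and 100% = wells lacking enzyme; strong numbers were not always called active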
The depositor's hits bear a star; . = not tested or not shown. Unless noted, no stated cut-off is given here; in the data, active means inhibition above about 20% (passing the limit was not always enough); inactive means the rest.

SMILES	FXIIa mix inh	CatL inh	Cathepsin G inh	Hsp90 block	5HT1a ag	Cdc25B inh	C1s inh	DUSP1 inh	FXIa inh mix
Cn1c(NC(=O)CC2CCCCC2)cc(=O)n(C)c1=O	0	-5	7	-1	-1.1	6	11	8	28
Cc1cnc(NC(=O)CSc2nnc(-c3cccs3)n2C)s1	0	16	6	-3	0.2	4	9	28	1
Cc1cc(C)n2nc(C(=O)Nc3cccnc3)nc2n1	7	-1	7	0	-1.2	-4	24	5	-2
Cc1ccc(C(=O)N2CCN(c3ccccc3)CC2)cc1C	12	-5	-23	-4	-2.5	-11	-64	4	-22
Cc1cc(C)c(C#N)c(=N)o1	-2	7	7	.	-1.1	2	13	4	5
O=S(=O)(Nc1ccc(N2CCOCC2)cc1)c1cccs1	-23	13	10	24	-1.8	-9	18	-3	7
CS(=O)(=O)N(CC(=O)Nc1ccc2c(c1)OCCO2)c1ccc2c(c1)OCO2	6	4	-7	3	0.8	-2	-7	4	-5
COc1cccc(NC(=O)Nc2nnc(N3CCCCC3C)s2)c1 (configuration not stated)	-5	-5	-1	-1	1.2	-5	4	18	13
CCOC(=O)c1cnc(-n2nc(C)cc2C)nc1Nc1cccc(C(C)=O)c1	7	2	-23	0	-2.3	-5	-85	-2	-25
O=c1c2c(nc3n1CCCCC3)-c1ccccc1CC21CCCC1	9	20	3	0	2.7	-5	6	-30	3
CC(C)(C)c1ccc(C(=O)/C=C2\NC(=O)CS2)cc1	8	1	-8	0	-2.3	-19	-10	-10	6
CC(=O)C1=C(C)OC(N)=C(C#N)C1c1ccco1 (configuration not stated)	4	16	1	0	-0.6	-3	-1	-11	1
Cc1onc(-c2ccccc2Cl)c1C(=O)NCc1ccc2c(c1)cc(C)n2C	3	7	-6	0	0.8	14	-34	14	4
CN1C(=S)SC(C)(C)C1(C)NO (configuration not stated)	0	15	-1	-2	-7.8	-3	0	18	12
CC(C)OC(=O)Cn1c(=O)oc2ccccc21	3	18	0	-5	-0.6	1	3	8	-2
Cn1c(=O)oc2cc(S(=O)(=O)Nc3cccc(F)c3)ccc21	11	4	-3	-3	-4.1	-8	-3	2	2
CC(=O)c1cccc(NC(=O)c2cccc(S(=O)(=O)N(C)C)c2)c1	2	3	-2	-10	-1.3	-11	-26	2	9
N#CCSc1nnc(Cc2ccc3c(c2)OCO3)o1	7	-4	0	-2	-3.0	-6	3	-2	9
COc1ccc(-c2oc3ncn4nc(COc5ccccc5)nc4c3c2-c2ccc(OC)cc2)cc1	.	-55	.	1	-0.2	-10	.	-14	.
O=c1oc2c3c4c(cc2cc1-c1nc2ccccc2[nH]1)CCCN4CCC3	33	-8	3	-98	-0.3	3	-2	1	-2
COc1ccc(C2CC3(CC(C)(C)NC(=O)N3)Oc3cc(O)ccc32)cc1 (configuration not stated)	11	-1	0	4	-1.0	-6	-3	-9	7
Cc1ccc(S(=O)(=O)c2c(N)n(Cc3ccco3)c3nc4ccccc4nc23)cc1	-7	-36	-5	.	2.4	2	-34	27	-11
CC1CC(C)CN(C(=O)CCCn2c(=S)[nH]c3ccccc3c2=O)C1 (configuration not stated)	5	7	4	-2	-0.7	-14	-7	12	2
Cc1cc(C)n2nc(C(=O)OCCOc3ccc(F)cc3)nc2n1	2	16	11	-2	-0.8	20	0	-1	-10
COC(=O)c1ccc(NC(=O)CSc2nnc(COc3ccc4c(c3)CCCC4)o2)cc1	-2	20	9	1	1.3	1	2	12	0
CCOc1cc(C(=O)Nc2ncccn2)cc(OCC)c1OCC	2	44	1	0	0.2	6	6	0	9
CC1CN(Cc2nc3c(c(=O)n(C)c(=O)n3C)n2Cc2cccc(Cl)c2)CC(C)O1 (configuration not stated)	-9	.	7	1	-1.0	1	-19	9	-2
Cc1ccc(NC2SC(=O)N(Cc3cccc(C(=O)O)c3)C2=O)cc1 (configuration not stated)	-3	.	8	-2	-0.1	-8	3	17	0
COc1ccc(-n2nc(C(=O)NCC(=O)NCc3ccco3)c3ccccc3c2=O)cc1Cl	1	-5	-6	-11	-2.8	2	-14	27	9
CCN1CCN(C(=O)Cn2ncc3ccsc3c2=O)CC1	-2	11	-5	1	-1.8	-6	-2	-7	3
COc1c(C)cccc1C(=O)Nc1cc(-c2nn3c(C)nnc3s2)ccc1C	-4	6	-2	-2	3.6	-2	-3	13	12
CCOC(=O)c1ccc(NC(=O)Nc2c(C)nn(C)c2C)cc1	6	10	4	2	-1.9	12	4	0	15
OC1CCN(C(c2ccc3ncccc3c2)c2nnnn2C2CCCCC2)CC1 (configuration not stated)	-14	5	9	-3	4.2	-12	15	3	7
O=C(CCCN1C(=O)c2ccccc2C1=O)Nc1c2c(nc3c1CCC3)CCC2	2	6	1	-6	-5.8	-7	-26	13	7
CCSc1nnc(NC(=O)C2CCCN(S(=O)(=O)c3cnc[nH]3)C2)s1 (configuration not stated)	-18	1	6	-2	0.7	-1	-10	-8	2
COCCSc1ccccc1C(=O)NCC1CCCO1 (configuration not stated)	-2	-3	-3	-1	-3.3	0	1	-7	2

Given with bars between the fields: entries from further up.
compound | FXIIa mix inh | CatL inh | Cathepsin G inh | Hsp90 block | 5HT1a ag | Cdc25B inh | C1s inh | DUSP1 inh | FXIa inh mix
Cc1cc(C)n2nc(C(=O)OCCOc3ccc(F)cc3)nc2n1 | 2 | 16 | 11 | -2 | -0.8 | 20 | 0 | -1 | -10
CCOC(=O)c1cnc(-n2nc(C)cc2C)nc1Nc1cccc(C(C)=O)c1 | 7 | 2 | -23 | 0 | -2.3 | -5 | -85 | -2 | -25
Cc1cnc(NC(=O)CSc2nnc(-c3cccs3)n2C)s1 | 0 | 16 | 6 | -3 | 0.2 | 4 | 9 | 28 | 1
OC1CCN(C(c2ccc3ncccc3c2)c2nnnn2C2CCCCC2)CC1 (configuration not stated) | -14 | 5 | 9 | -3 | 4.2 | -12 | 15 | 3 | 7
COc1ccc(-n2nc(C(=O)NCC(=O)NCc3ccco3)c3ccccc3c2=O)cc1Cl | 1 | -5 | -6 | -11 | -2.8 | 2 | -14 | 27 | 9

Further entries:
SMILES	FXIIa mix inh	CatL inh	Cathepsin G inh	Hsp90 block	5HT1a ag	Cdc25B inh	C1s inh	DUSP1 inh	FXIa inh mix
COc1ccc(NC(=O)COc2nc(N(C)C)nc(N(C)C)n2)cc1	2	13	13	1	-2.4	-4	11	-4	18
CN(C)C=NC(=O)/C(C#N)=C1\CCc2ccccc2N1	2	.	-1	-7	-0.3	-10	6	8	9
CCN(CC)C(=O)COc1ccc2oc(C)c(C(=O)OC(C)C)c2c1	1	8	7	-2	.	-13	7	-7	9
CCC(C(=O)Nc1ccccc1C(=O)N1CCCC1)N1C(=O)c2ccccc2C1=O (configuration not stated)	11	1	-4	-4	-0.5	-6	4	2	4
Cn1c(=O)[nH]c(=O)c2c1nc(Sc1ccccc1)n2CCc1ccccc1	6	9	-6	1	-0.1	4	-28	2	5
CCN(CC)S(=O)(=O)c1ccc(C(=O)Nc2nnc(C(C)C)s2)cc1	8	.	3	-1	-2.2	-24	13	8	7
O=C(O)Cn1cnc2scc(-c3cccs3)c2c1=O	10	22	8	-7	-1.7	-4	2	4	2
Cc1ccc(OCC(=O)N2CCN(C(=O)CCC3CCCC3)CC2)cc1	4	1	5	1	-1.4	-8	6	-20	11
COc1ccc2nc(-n3c(C)ccc3C)sc2c1	-8	4	-2	-12	-3.9	-4	0	-2	3
COc1ccc(/C(O)=C2\C(=O)C(=O)N(c3cc(C)on3)C2c2cccc(OC)c2OC)cc1C (configuration not stated)	.	11	.	-1	-2.1	12	.	-10	.
Cc1ccc(CNC(=O)C2CCCN(c3nc4ccccc4o3)C2)cc1 (configuration not stated)	10	4	-3	5	-2.3	-23	-5	-4	2
Cc1c(/C=N/n2cnnc2)c2ccccc2n1CCOc1ccc(Cl)cc1	0	11	4	.	3.0	-4	18	24	28
COc1ccc(N2CCN(CC(=O)Nc3ccc(-n4cnnn4)cc3)CC2)cc1	-18	5	9	1	-3.3	-2	-14	8	0
CCOc1ccc(NC(=O)N(C2CCCCC2)C(C)c2ccncc2)cc1 (configuration not stated)	0	-2	1	-1	-2.7	-1	-3	24	8
CC(=O)Oc1ccc(Oc2ccc(-c3noc(C)n3)cc2)cc1	-19	23	-4	-7	-3.9	-5	-21	4	0
CCCCN(C)C(=O)c1ccc2c(c1)N(CC)C(=O)c1ccccc1S2(=O)=O	-22	9	5	0	0.4	-5	6	10	0
CCCc1cc(N2CCN(c3ccccn3)CC2)n2nc(C)c(-c3ccccc3)c2n1	-2	4	1	-1	-1.8	-4	-43	19	-10
CCCCc1nc(N2CCOCC2)c(C#N)c2c1COC(C)(C)C2	.	4	.	-1	-0.6	-39	.	-28	.
CCOC(=O)Cn1c(CN(Cc2ccccc2)Cc2ccccc2)nc2c1c(=O)[nH]c(=O)n2C	2	.	3	-1	1.5	-3	-35	32	-7
Cc1cc(C)nc(SCc2nnc(SCC#N)n2-c2cccc(Cl)c2)n1	12	4	0	-5	0.2	-8	12	8	4
CCc1ccccc1N(CC(=O)N1CCN(c2ccc(F)cc2)CC1)S(C)(=O)=O	2	.	2	-3	-3.8	-15	1	9	4
O=C1CN(C(=O)COC(=O)CCC(=O)c2ccc3c(c2)OCCO3)c2ccccc2N1	33	6	9	-3	-1.3	4	14	4	6
Cc1ccccc1Cn1cc(S(=O)(=O)CC(=O)Nc2nccs2)c2ccccc21	1	9	11	.	-0.3	.	-3	.	2
Cn1c(=O)[nH]c(=O)c2c1nc(SCC(=O)O)n2CCc1ccccc1	3	-3	3	-2	0.0	2	5	13	1
Cc1nn(-c2cccc(C(F)(F)F)c2)c(Cl)c1/C=N/n1cnnc1	6	-2	-2	.	-3.7	6	-1	-2	10
C1=C(c2ccccc2)CCN(c2nc3ccccc3n3cnnc23)C1	4	.	6	-5	-2.2	1	-6	19	1
CCOC(=O)c1nnn(-c2ccccc2C#N)c1C	-2	-3	-2	-1	-2.5	-9	-7	2	-4
O=C1CCC(=O)N1OCCCOc1ccc2c(c1)CCC2	3	-12	7	-10	-1.3	-9	10	-11	1
Cc1ccccc1Cn1c(CN2CCN(c3ccc(F)cc3)CC2)nc2c1c(=O)n(C)c(=O)n2C	4	.	11	-2	-1.2	-14	10	17	5
CCN1CCN(C(=O)C2CCN(Cc3nc(-c4cccc(Cl)c4)oc3C)CC2)CC1	4	.	10	-9	-0.8	-12	12	8	3
COC(=O)c1ccccc1NC(=O)C1CCCN(S(=O)(=O)c2ccccc2)C1 (configuration not stated)	9	6	7	0	0.4	-17	-9	4	6
Cc1cc(C(F)F)n2nc(C(=O)Nc3ccccc3Br)nc2n1	3	3	3	3	-2.2	-4	5	8	4
O=C(C1CCC1)N1CCc2cc(S(=O)(=O)NCCN3CCN(c4ccccc4F)CC3)ccc21	-18	11	9	-1	3.0	3	6	-5	7
Cc1cccc(Nc2ncc3c(n2)CC(C)CC3=O)c1 (configuration not stated)	4	8	14	0	-0.8	1	6	19	5
COc1ccccc1N1CCN(C(=O)N2CCOCC2)CC1	5	-5	9	-1	-3.3	-14	14	-1	5
CCOC(=O)c1[nH]c2ccccc2c1NC(=O)C1CCCC1	2	7	6	-3	-0.7	2	-2	8	-1
COc1ccc(N=c2oc3c(OC)cccc3cc2C(=O)NCc2ccco2)c(OC)c1	1	28	-7	7	0.2	0	-43	-9	1
CCOc1ccccc1/C=c1\sc2ncnn2c1=O	-5	6	-1	-1	-3.7	0	2	1	9
CC(=O)Nc1ccc(S(=O)(=O)N2CCN(C(C)CCc3ccccc3)CC2)cc1 (configuration not stated)	-3	0	11	2	.	-7	-1	10	2
Cc1nc2ncnn2c(N2CCN(C(=O)c3cccc(F)c3)CC2)c1Cc1ccccc1	11	-6	11	1	0.2	-2	18	25	7
COC(=O)CSc1ncccc1-c1nc2ccccc2[nH]1	-2	-2	-9	-1	-0.8	-8	-8	-5	-3
CCn1c(SCC(=O)Nc2ccc(S(N)(=O)=O)cc2)nnc1-c1cccc(OC)c1	2	2	10	-4	-4.7	-10	6	-23	2
